Bioassay records as filed in PubChem.
S100A4 inh HTS: inhibitors of human S100A4 binding to myosin IIA peptide | P26447 | S100A4/TAMRA-MyoIIA peptide fluorescence polarization | inhibition, % at 10.7 µM | hit rate 0.14% among 360,000 | AID 652163;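 active = mean inhibition of at least 70% across replicates, with every replicate also reaching that level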
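Material: human S100A4 monomer with TAMRA-labelled myosin IIA peptide; buffer or medium: HEPES pH 7.2 with CaCl2, KCl, NaCl, DTT, Triton; compound dosing: one concentration per compound; schedule: 5 min incubation before reading; benchmarks: neutral control DMSO, positive control TFP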
esBAF inh: blocks esBAF chromatin remodeling in mouse ES cells. Bmi1-luciferase knock-in reporter, 24 h; 100% = twice the neutral-well signal. reporter increase, % at 12.5 µM. hit rate 2% among 350,000; in the data active = activation above about 40%;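 note: 0% = median of the plate's neutral control wells and 100% = double that signal; a rise in the Bmi1 reporter signal indicates esBAF inhibition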
RAD52 anneal inh: blocks human RAD52 DNA annealing; P43351; recombinant RAD52 DNA annealing, FRET fluorescence; inhibition, % at 18.7 µM; hit rate 0.46% among 360,000; AID 651710;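 active = every replicate showing at least 50% inhibition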
Target sequence (P43351 whole entry, looked up): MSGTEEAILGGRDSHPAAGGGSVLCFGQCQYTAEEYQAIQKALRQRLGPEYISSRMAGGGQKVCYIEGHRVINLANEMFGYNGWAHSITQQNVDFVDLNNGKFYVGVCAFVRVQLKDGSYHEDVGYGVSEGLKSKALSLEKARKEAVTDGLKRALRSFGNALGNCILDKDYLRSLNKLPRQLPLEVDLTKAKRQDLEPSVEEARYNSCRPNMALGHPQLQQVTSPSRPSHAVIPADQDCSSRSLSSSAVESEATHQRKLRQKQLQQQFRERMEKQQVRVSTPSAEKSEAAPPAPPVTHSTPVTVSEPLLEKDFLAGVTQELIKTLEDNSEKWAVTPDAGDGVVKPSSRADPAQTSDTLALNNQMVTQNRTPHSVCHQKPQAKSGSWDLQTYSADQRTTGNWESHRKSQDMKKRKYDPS
RAD54 branch: blocks human RAD54 Holliday junction branch migration. Q92698. FAM/BHQ fluorescence. inhibition, % at 10.4 µM. hit rate 0.14% among 360,000. AID 602329;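 active = mean normalized replicate activity at least 40 and at least half of replicates scoring 40 or more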;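 note: 0% = median of neutral control wells and 100% = median of positive control wells; inhibitors cause a drop in the FAM fluorescence signal; in these data hits start at about 50%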
E-selectin induc: E-selectin induction on HUVECs. P16581. HUVEC E-selectin immunofluorescence imaging; normalized: neutral wells 0, TNF-alpha wells 100. activation, % at 7.58 µM. hit rate 0.37% among 260,000. AID 686992;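 active = mean E-selectin-positive cell signal at least 10% of the positive control, reached in at least 60% of replicates, without over 20% cell loss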;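 note: in these data hits start at about 27%; measured in HUVEC primary endothelial cells; signal is the percent of cells scored E-selectin positive by PE staining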
Target sequence (P16581 whole entry, looked up): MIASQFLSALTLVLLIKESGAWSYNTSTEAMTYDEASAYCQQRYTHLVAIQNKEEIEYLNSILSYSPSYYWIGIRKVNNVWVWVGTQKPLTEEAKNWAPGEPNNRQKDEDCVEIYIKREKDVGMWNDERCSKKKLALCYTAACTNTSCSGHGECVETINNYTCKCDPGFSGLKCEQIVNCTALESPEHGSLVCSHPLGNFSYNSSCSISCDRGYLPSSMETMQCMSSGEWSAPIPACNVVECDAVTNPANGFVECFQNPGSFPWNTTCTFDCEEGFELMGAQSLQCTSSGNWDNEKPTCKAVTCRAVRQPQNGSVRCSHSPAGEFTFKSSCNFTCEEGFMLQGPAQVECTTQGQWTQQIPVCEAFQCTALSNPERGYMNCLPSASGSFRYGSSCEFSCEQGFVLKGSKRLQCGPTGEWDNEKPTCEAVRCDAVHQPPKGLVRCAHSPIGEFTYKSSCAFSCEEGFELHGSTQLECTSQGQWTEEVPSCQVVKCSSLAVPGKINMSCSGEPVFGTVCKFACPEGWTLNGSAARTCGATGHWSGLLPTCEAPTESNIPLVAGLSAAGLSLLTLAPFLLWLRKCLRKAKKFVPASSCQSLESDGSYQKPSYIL
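Material: HUVEC primary endothelial cells; Amount: 3,000 cells per well; Dosing: single concentration; Medium: EGM-2 growth medium on 0.1% gelatin-coated wells; Read-out basis: percent E-selectin-positive cells; Signal: immunofluorescence imaging; Control set: TNF-alpha, DMSO.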
XiGFP reactiv: reactivates the inactive X chromosome in mouse fibroblasts. XiGFP mouse fibroblasts, % GFP-positive cells imaging, 3 d; cells co-treated with 5-aza-dC sensitizer; scaled so ellipticine positive control = 100%. activation, % at 7.58 µM. hit rate 0.055% among 360,000. AID 743238;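 active = mean normalized replicate activation at least 10% and every replicate at or above 10%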;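 note: 0% = median of on-plate neutral control wells and 100% = ellipticine 6 µM median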
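System: SV40-immortalized XiGFP fibroblast cells, line 68-5-11 / Incubation: 3-day compound exposure, then 15 min fixation at room temperature / Compound: single concentration per compound, delivered by pin transfer / Buffer or medium: DMEM plus 5-aza-dC sensitizer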
EWS-Fli inh: inhibitors of EWS/Fli oncoprotein transcriptional activity. A673 NR0B1-luciferase reporter, viability-normalised. inhibition, % at 12.6 µM. hit rate 0.67% among 350,000;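 active = mean inhibition of at least 50% after viability correction, with every replicate also passing that limit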;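 note: firefly luciferase signal divided by Alamar Blue viability fluorescence both relative to DMSO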
FN deposition inh: fibronectin deposition inhibition. AH1F fibroblasts, Alexa488-fibronectin deposition fluorescence, overnight. inhibition, % at 12.6 µM. hit rate 0.086% among 350,000. AID 743247;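 active = mean inhibition across replicates of 30% or more, regardless of how many single replicates reach that level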;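 note: positive control wells lacked labelled fibronectin entirely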
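Material – AH1F fibroblast monolayer, labelled fibronectin deposition · Reagent – labelled fibronectin 24 nM · Timing – 1 h adhesion, overnight exposure · Measured by – fluorescence at 485 nm excitation, 525 nm emission · Read-out – inhibition of fibronectin deposition signal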
Numbers without * were called inactive; i = inactive; · = no result given. A portion of the library; count on the stated rates, not on these rows.

SMILES | S100A4 inh HTS | esBAF inh | RAD52 anneal inh | RAD54 branch | E-selectin induc | XiGFP reactiv | EWS-Fli inh | FN deposition inh
N#CC1=C(N)Oc2c(c(=O)sc3ccccc23)C1c1cccnc1 (stereo not drawn) | 2 | -8 | -27 | -7 | 0.6 | 0.0 | 26 | -6
COc1ccc(C#Cc2ccc([C@H]3[C@H]4CN(C(=O)Cc5ccncc5)CCCCN4[C@H]3CO)cc2)cc1 | -13 | · | -73 | -15 | -0.8 | 0.0 | · | ·
Fc1cccc(-c2ccc3c(c2)CN(C(=S)NCCc2ccccc2)Cc2cnnn2-3)c1 | -12 | -6 | -5 | 4 | -0.4 | -0.1 | 17 | ·
COC(=O)C1=C(c2ccc(F)cc2F)C[C@@H]2CC[C@H]1N2C(=O)NCCCOC(C)C | -2 | -1 | -14 | -4 | -0.1 | 0.1 | 0 | 4
CN1C2(C)c3ccccc3C1(c1ccccc1)c1ccccc12 | 1 | · | -6 | · | 0.6 | 0.4 | 9 | -4
N/C(=N/[N+](=O)[O-])N1CCN(C(=O)Oc2ccc([N+](=O)[O-])cc2)CC1 | -3 | 1 | -5 | -12 | · | 0.3 | 0 | 3
CCOP(=O)(Oc1ccccc1)c1c([N+](=O)[O-])cc(C(F)(F)F)cc1[N+](=O)[O-] (stereo not drawn) | -2 | -4 | -2 | -7 | · | 0.2 | 0 | -5
Oc1cccc2cccnc12 | -15 | 6 | -6 | 1 | · | · | 17 | ·
Cc1ccc(-n2c(O)c(C=NCc3ccco3)c(=O)[nH]c2=S)cc1C | -16 | · | -52 | · | 0.4 | 0.1 | -9 | -3
O=C(CN1CC=C(c2ccccc2)CC1)Nc1cc(Cl)ccc1Cl | 4 | · | -87 | · | -0.1 | 0.3 | 6 | 8
Cc1ccc2nc(-c3ccc(CN4CCC(n5nnc6ccccc65)CC4)cc3)c(-c3ccccc3)nc2c1 | 4 | · | -59 | · | 0.0 | 0.1 | 19 | 15
CCCNC(=O)N1[C@H]2CC[C@@H]1C(C(=O)OC)=C(c1cccc(C#N)c1)C2 | -3 | 1 | -8 | 2 | 0.9 | 0.4 | 0 | -7
COc1ccc(S(=O)(=O)NCc2ccc(C(=O)N3CCC4(CC3)OCCO4)cc2)cc1 | 0 | · | -12 | 5 | · | · | 1 | ·
CCN1C(=O)NC(=O)/C(=C\c2cn(CC(=O)N3CCCC3)c3ccccc23)C1=O | 32 | -7 | i | -19 | 0.0 | 0.4 | 5 | -3
C=CCn1c(O)c(C(CC)=NCc2ccco2)c(=O)[nH]c1=O | 0 | 0 | -15 | 11 | 1.3 | 0.0 | -5 | 0

Some of the entries so far, as tab-separated lines.
SMILES	S100A4 inh HTS	esBAF inh	RAD52 anneal inh	RAD54 branch	E-selectin induc	XiGFP reactiv	EWS-Fli inh	FN deposition inh
N/C(=N/[N+](=O)[O-])N1CCN(C(=O)Oc2ccc([N+](=O)[O-])cc2)CC1	-3	1	-5	-12	·	0.3	0	3
CCOP(=O)(Oc1ccccc1)c1c([N+](=O)[O-])cc(C(F)(F)F)cc1[N+](=O)[O-] (stereo not drawn)	-2	-4	-2	-7	·	0.2	0	-5
Oc1cccc2cccnc12	-15	6	-6	1	·	·	17	·
Cc1ccc(-n2c(O)c(C=NCc3ccco3)c(=O)[nH]c2=S)cc1C	-16	·	-52	·	0.4	0.1	-9	-3

(listing goes on)
SMILES | S100A4 inh HTS | esBAF inh | RAD52 anneal inh | RAD54 branch | E-selectin induc | XiGFP reactiv | EWS-Fli inh | FN deposition inh
COc1cc2c(c(OC)c1)C(=O)OC(C)CCCC(=O)CCCCC2 (stereo not drawn) | 0 | 1 | 0 | 6 | 0.3 | 0.3 | 4 | 0
O=c1c2ccccc2nc(/C=C/c2ccccc2O)n1-c1ccccc1O | -8 | · | -56 | · | 0.2 | 0.2 | -11 | -5
O=C(NCCN1CCC2(CC1)C(=O)NCN2c1ccccc1)c1cccc(F)c1 | -3 | · | -25 | · | 0.1 | -0.1 | -1 | 3
COc1cc2c(cc1OC)C13CCN4CC5=CCOC6CC(=O)N2C1C6C5C3C4 (stereo not drawn) (tested in a mixture with another compound) | 2 | -6 | -1 | -7 | 0.2 | 0.0 | 2 | -5
COC(=O)[C@@H]1[C@@H](CO)[C@@H]2Cn3c(ccc(C4=CCCCC4)c3=O)[C@H]1N2CC1CCCC1 | -3 | 1 | -2 | -4 | -0.3 | 0.7 | -4 | ·
S=C(N1CCCCCC1)N1CC1 | -6 | -9 | -14 | -15 | 0.7 | 0.0 | 0 | -5
CC(C)NS(=O)(=O)c1ccc(OCC(=O)N2CCN(Cc3ccc4c(c3)OCO4)CC2)c(Cl)c1 | 2 | -2 | -9 | 1 | · | · | · | ·
Clc1ccc2sc(C3CCNCC3)nc2c1 | -3 | 32 | 56* | 4 | · | 0.2 | -90 | -4
COC(=O)C1=C(c2cc3ccccc3s2)C[C@@H]2CC[C@H]1N2C(=O)NC(C)C | 2 | 6 | -15 | 5 | 0.0 | -0.1 | -5 | 8
N#CCCn1cc(C(=O)O)c(-c2cccc([N+](=O)[O-])c2)n1 | -10 | · | -17 | · | · | -0.1 | 4 | ·
O=C(Cc1ccccc1)N1CC2(C1)[C@H](c1ccccc1)[C@H](CO)N2Cc1cccc(Cl)c1 | 3 | · | -32 | · | -0.1 | 0.1 | 4 | -4
Oc1ccc(CC2(N3CCCC3)CCCCC2)cc1 | 0 | 12 | -6 | -8 | · | 0.1 | 11 | 0
N#CC(=C(O)c1ccc(S(=O)(=O)N(CCCl)CCCl)cc1)c1nc2ccccc2[nH]1 | -4 | · | -2 | · | -0.1 | 0.0 | -40 | -1
COc1cccc(CNCCc2ccc3c(c2)OCO3)c1OC | -10 | 0 | -22 | -1 | · | 0.0 | 1 | -2
c1ccc(-c2ccc(-c3n(-c4ccccn4)c4ccccc4[n+]3-c3ccccn3)cc2)cc1 | 9 | · | -23 | · | -2.1 | 0.1 | 3 | -10
CN(C)CCN(C(=O)COc1ccc(Cl)cc1)c1nc2cc3c(cc2s1)OCO3 | -1 | -1 | 3 | 5 | · | 0.0 | -5 | -9
CCOC1=C(N2CC2)C(=O)C(OCC)=C(N2CC2)C1=O | -1 | -2 | -92 | 2 | 1.4 | 0.2 | 10 | ·
CC(=O)n1cc(C=C2C(=O)NC(=O)NC2=O)c2ccccc21 | 2 | -8 | -1 | 1 | · | 0.0 | 25 | -13
Cc1ccccc1N1C(=O)CC(=O)N(c2ccccc2C)C1=O | -7 | · | -128 | · | 0.2 | -0.1 | 7 | -1
CSc1ccccc1C(=O)C1CCCN(Cc2cccc(C)n2)C1 (stereo not drawn) | -7 | · | -27 | · | · | 0.0 | 14 | 4
O=c1[nH]c(=S)n(C2CC2)c(O)c1C=NCCN1CCOCC1 | 4 | · | -18 | · | -1.1 | 0.0 | 4 | -18
Cc1ccc2c(c1)CCCN2N=O | · | · | · | -3 | 15 | 0.0 | · | 5
C[C@]12CC[C@H](O)CC1=CCC1C2CC[C@]2(C)C(=O)[C@H](Br)CC12 (stereo partly drawn) | -3 | · | -4 | · | -0.3 | 0.1 | 1 | -7
CCN1CCN(c2ccc(N)c(C)c2)CC1 | 0 | -1 | 92* | 77* | · | 0.0 | -2 | ·
CCOC(=O)CC(SP1(=S)OCC2(CCCCO2)C(C2CCCCO2)O1)C(=O)OCC (stereo not drawn) | -11 | · | -8 | -15 | 0.0 | -0.1 | -18 | -5
Cc1cc(OCC(=O)N[C@H](C(=O)O)c2ccccc2)c2c3c(c(=O)oc2c1)CCC3 | -9 | -2 | -8 | -16 | · | · | -8 | ·
O=C(Cc1ccccn1)N1CCCCN2[C@H](CO)[C@H](c3ccc(-c4ccccc4F)cc3)[C@H]2C1 | -8 | 1 | -1 | -20 | 0.2 | 0.0 | 7 | ·
COc1cccc(-c2nc3ccc(N4CCN(C)CC4)cc3[nH]2)c1 | 4 | -76 | 1 | 19 | 1.9 | 0.0 | 54* | 1
Cc1ccccc1C(=O)N1CC1C (stereo not drawn) | -7 | · | -6 | 3 | · | -0.1 | -3 | -3
COc1ccccc1CN1CCCC(C(=O)c2ccccc2SC)C1 (stereo not drawn) | 2 | · | -4 | · | 4.8 | 1.4 | 10 | 5
N#Cc1ccc2nc(-c3ccc(CN4CCC(n5c(=O)[nH]c6cc(Cl)ccc65)CC4)cc3)c(-c3ccccc3)nc2c1 | -7 | · | 45 | · | 0.4 | -0.2 | 9 | -3
CC(=O)Nc1ccc(C=C2C(=O)NC(=O)NC2=O)cc1 | -5 | · | -3 | · | -0.3 | 0.2 | -7 | ·
CCOP(=O)(OCC)C(NC(=O)c1cccc(C)c1)C(Cl)(Cl)Cl (stereo not drawn) | -1 | · | -3 | · | -0.3 | 0.1 | 10 | 7
CCC1(CC)C(=O)NC(=Nc2cccc(C(F)(F)F)c2)NC1=O | 2 | -3 | -7 | 2 | · | · | · | 0
O=S(=O)(c1ccccc1)N1CCC2CCNC2C1 (stereo not drawn) | -18 | · | 1 | · | -0.1 | 0.5 | -3 | -1
COc1cc(CN2CC3CC(C2)c2cccc(=O)n2C3)cc(OC)c1OC (stereo not drawn) | -2 | 6 | -7 | 1 | · | · | -3 | ·
COP(=O)(Cc1ccc(C#N)o1)OC | -1 | -3 | -12 | · | · | 0.1 | 1 | 3
CN(C)CCc1nn[nH]n1 | -18 | -12 | -15 | -9 | · | · | 1 | ·
Cc1ccc(S(=O)(=O)N[C@@H](CCCCN)C(=O)CCl)cc1 | 0 | -2 | -13 | 3 | -0.2 | -0.1 | 8 | -2
O=C(c1cccn2c(=O)c3ccc(Cl)cc3nc12)N1CCC2(CC1)OCCO2 | 5 | -8 | -3 | 1 | · | · | -6 | ·
CNC(=O)Oc1cc2c(cc1C(C)(C)C)CCC2 | -3 | · | -2 | 3 | 0.0 | 5.0 | -4 | 6
CCn1c(O)c(N=Nc2cccc(S(=O)(=O)N3CCOCC3)c2)c(=O)n(CC)c1=S | -1 | · | -11 | · | · | 0.0 | 23 | 4
CCOc1ccc(C(C)=O)cc1Cc1c(O)[nH]c(=S)[nH]c1=O | -1 | 6 | -10 | -9 | · | 0.0 | -13 | -6
N#CC1c2ccccc2-n2nncc2CN1S(=O)(=O)c1ccc(Cl)cc1 (stereo not drawn) | -1 | 11 | -5 | 2 | 0.0 | 0.0 | 10 | -7
O=C1NC(=O)C(=Cc2ccccc2Oc2ccc(F)cc2)C(=O)N1 | 1 | · | -5 | · | -1.6 | 0.0 | -5 | 4
COCCO[C@H]1CCC2C3CC=C4C[C@@H](O)CC[C@]4(C)C3CC[C@@]21C (stereo partly drawn) | 7 | 2 | -2 | 11 | -0.3 | 0.0 | 9 | -1
COC(=O)[C@@H]1[C@@H](CO)[C@@H]2Cn3c(ccc(-c4ccccc4)c3=O)[C@H]1N2C(=O)c1ccccc1F | · | -4 | · | · | 0.0 | 0.3 | 4 | ·
CN1CCN(c2ccc3nccnc3c2)CC1 | -12 | · | -14 | · | -2.1 | 0.5 | 6 | -8
Cc1ccc(/C=C2/C(=O)NC(=O)N(C)C2=O)cc1 | -7 | -6 | -34 | 9 | 0.0 | -0.1 | 6 | -4
COc1cccc2c1cc([N+](=O)[O-])c1c(C(=O)O)cc3c(c12)OCO3 | -12 | -5 | 0 | 15 | · | · | 33 | ·
